Assay outcomes from PubChem BioAssay.
influenza NS1A = H1N1 influenza NS1A inhibitors, functional cell based assay (AID 504329). hit rate 0.3% among 340,000. NS1A functional cell-based assay, percent inhibition; higher % means a stronger effect. one-dose inhibition, % at 12.5 µM; IC50 in µM for titrated hits; in the data active = a potency from the dose series; inconclusive = inhibition above about 27% without an active follow-up result; also: strong numbers were not always called active
PhoP GFP inhibition = Inhibition of PhoP regulon, Salmonella typhi GFP reporter cells, confirmation, 4 h (AID 1850) | Salmonella Typhi PhoP-promoter GFP reporter, fluorescence, 4 h; higher % means a stronger effect | one-dose inhibition, % at 50 µM; IC50 in µM for titrated hits | hit rate 0.33% among 310,000; in the data active = a potency from the dose series; inconclusive = inhibition mostly from about 25% at the one dose, without a potency; inactive = the rest, 99 in 100 with inhibition below about 19%;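 also: 0% = induced wells with vehicle and 100% = uninduced wells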
tuberculosis growth = growth inhibition of non-replicating M. tuberculosis (AID 488890); hit rate 0.39% among 320,000; Mycobacterium tuberculosis non-replicating, growth inhibition; higher % means a stronger effect; inhibition, % at 25 µM, or IC50 in µM where a hit was titrated; in the data active = a potency from the dose series; inconclusive = inhibition mostly from about 82% at the one dose, without a potency; inactive = the rest, 99 in 100 with inhibition below about 76%;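 also: plate controls were DMSO cells for no effect and high antibiotic wells for full effect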
M. tuberculosis HTS = M. tuberculosis growth inhibition, HTS (AID 449762). M. tuberculosis H37Rv growth inhibition, 7H9 media; higher % means a stronger effect. one-dose inhibition, % at 25 µM; IC50 in µM for titrated hits. hit rate 0.59% among 330,000; in the data active = a potency from the dose series; inconclusive = inhibition above about 70% without an active follow-up result;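 also: bacterial growth assessed after seven days of incubation; strong numbers were not always called active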
VEEV TC-83 Vero = inhibitors of VEEV TC-83 cytopathic effect, confirmation, Vero cells (AID 588727). Vero cells, VEEV TC-83 cytopathic effect inhibition; higher % means a stronger effect. inhibition, % at 20 µM; hits with a dose series show IC50 in µM. hit rate 0.13% among 350,000; in the data active = a potency from the dose series; inconclusive = inhibition mostly from about 14% at the one dose, without a potency; inactive = the rest, 99 in 100 with inhibition below about 12%; also: strong numbers were not always called active
Numbers without * were called inactive; i = inactive; ? = inconclusive; nt = no result given.

SMILES	influenza NS1A	PhoP GFP inhibition	tuberculosis growth	M. tuberculosis HTS	VEEV TC-83 Vero
NC(=O)OCCCc1ccccc1	-10%	12%	-3%	-7%	i
COc1ccc(NC(=O)Nc2ccncc2)c(OC)c1	2%	4%	4%	4%	1.8%
COc1ccccc1C(=O)NCC(=O)OCc1ccc(Br)cc1	1%	4%	?	3%	i
COc1ccc(S(=O)(=O)NCCc2ccco2)cc1OC	8%	-14%	-4%	1%	0.1%
CNC(=O)NC(=O)COC(=O)c1cccc(S(=O)(=O)N2CC3(C)CC2CC(C)(C)C3)c1 (stereo not drawn)	-5%	-4%	-7%	-6%	3.5%
O=C(COC(=O)C1CC1)Nc1ccc(OC(F)F)cc1	1%	-3%	52%	-13%	i
COc1cccc(-c2ccc3nnc(SCC(=O)N4CCOCC4)n3n2)c1	-9%	5%	-17%	9%	4.6%
C=C[C@H]1C(O[C@@H]2O[C@H](CO)[C@@H](O)[C@H](O)[C@H]2O)OC=C2C(=O)N3CCc4cc(OC)c(O)cc4[C@H]3C[C@H]21 (stereo partly drawn)	-6%	nt	0%	-4%	i
CC(=O)c1c(C(C)=O)c(C)n(-c2ccc3ncccc3c2)c1C	4%	-7%	9%	5%	1.3%
CN(c1ccc(C(=O)NCc2ccncc2)cc1)S(C)(=O)=O	-4%	2%	-6%	-10%	0.3%

Of the compounds above, these have a halogen:
SMILES	influenza NS1A	PhoP GFP inhibition	tuberculosis growth	M. tuberculosis HTS	VEEV TC-83 Vero
COc1ccccc1C(=O)NCC(=O)OCc1ccc(Br)cc1	1%	4%	?	3%	i
O=C(COC(=O)C1CC1)Nc1ccc(OC(F)F)cc1	1%	-3%	52%	-13%	i

(further entries)
SMILES	influenza NS1A	PhoP GFP inhibition	tuberculosis growth	M. tuberculosis HTS	VEEV TC-83 Vero
Oc1ccc(-c2nc3ncccn3c2Nc2ccc3c(c2)OCCO3)cc1	-4%	24%	13%	7%	7.9%
COC(=O)[C@@]1(Cc2ccc(OC)cc2)[C@H]2c3cc(C(=O)N(C)C)n(Cc4ccc(OC(F)(F)F)cc4)c3C[C@H]2CN1C(=O)c1ccccc1	nt	2%	38%	4%	nt
Cn1cccc1C(=O)NS(=O)(=O)c1ccccc1Cl	-10%	-4%	-5%	-4%	i
COc1ccc(S(=O)(=O)N2CCOC2CNC(=O)C(=O)NCCCN2CCOCC2)cc1OC (stereo not drawn)	-9%	-7%	-7%	-3%	0.2%
COCC(=O)N(Cc1cc2cccc(C)c2[nH]c1=O)c1ccccc1	-12%	-8%	13%	4%	0.4%
CC(C)(C)C(=O)/C(=C\c1ccc([N+](=O)[O-])cc1)n1cncn1	nt	-6%	?	?	nt
Cc1ccccc1OC1C(=O)N(CC2CCCO2)C1c1ccc2c(c1)OCO2 (stereo not drawn)	-2%	-7%	10%	5%	6.8%
CCOc1ccc(N2C(=O)CC(N3CCN(c4ccc(F)cc4)CC3)C2=O)cc1 (stereo not drawn)	-7%	-8%	19%	22%	0.9%
O=[N+]([O-])c1ccc(S(=O)(=O)NCC(c2cccnc2)N2CCc3ccccc3C2)cc1 (stereo not drawn)	0%	6%	20%	13%	5.0%
COc1ccc(-c2nc3ccc([N+](=O)[O-])cc3o2)cc1	1%	-10%	-1%	8%	0.5%
OCCC#Cc1c(-c2ccsc2)sc2ccccc12	-8%	15%	25%	?	0.3%
Cc1nc(C)c(-c2csc(NCc3ccccc3)n2)s1	3%	1%	25%	10%	5.4%
Cc1c(NC(=O)c2cc(-c3ccc(F)cc3)nc3ccccc23)c(=O)n(-c2ccccc2)n1C	-22%	nt	11%	1%	8.4%
C=CCn1c(SCC(=O)Nc2cc(C)ccc2C)nnc1-c1cnccn1	9%	-11%	7%	-12%	9.5%
COc1cccc(/C=N/NC(=O)C(=O)NCc2ccco2)c1OC	0%	-4%	-6%	28%	1.1%
COc1ccc2oc(=O)c(C(=O)NCc3ccc(F)cc3)cc2c1	-11%	2%	61%	1%	0.4%
COCCNCC(=O)Nc1nc(C)cs1	-2%	nt	nt	nt	3.1%
Cc1cccc(N(C)S(=O)(=O)c2csc(C(N)=O)c2)c1	1%	-10%	-12%	-6%	0.1%
COc1cccc(NC(=O)c2ccccc2-c2ccccc2C(=O)O)c1	2%	0%	42%	-5%	0.5%
CCCCN(C1CCS(=O)(=O)C1)S(=O)(=O)c1ccc(OC)c(OC)c1 (stereo not drawn)	-8%	4%	-6%	-4%	0.8%
CC(C)(C)c1ccc(C(=O)NC(=O)COC(=O)c2ccc(Br)o2)cc1	3%	nt	53%	9%	i
O=C(Nc1nnc(CCc2ccccc2)s1)c1ccco1	-3%	2%	-3%	-3%	2.2%
CN1CCN(CCCCC(=O)c2ccccc2)CC1	2%	3%	-2%	2%	0.4%
O=C(NCC(c1ccco1)N1CCCCC1)c1ccc(OCc2ccccc2)cc1 (stereo not drawn)	-2%	-1%	29%	0%	0.6%
Cc1cc(N)nc2nc(C(F)(F)F)nn12	9%	10%	-9%	8%	0.8%
COc1ccc(/C=N/NC(=O)/C(=C/c2ccccc2)CCO)cc1	13%	-4%	-11%	0%	1.3%
COc1ccc(CC(=O)Nc2ccc(C(N)=O)cc2)cc1	13%	0%	9%	8%	i
O=C(Nc1ccccc1C(=O)N1CCN(Cc2ccccc2)CC1)c1ccc(F)cc1	2%	-6%	-6%	-9%	5.8%
N/C(=N\OC(=O)COc1ccc([N+](=O)[O-])cc1)c1cccnc1	-4%	11%	-13%	-4%	1.9%
CCc1c(C)nc2cc(-c3ccc(OC)cc3)[nH]n2c1=O	5%	-2%	11%	-7%	i
Cc1cc(OCC(=O)N2CCOCC2)ccc1NC(=O)C1CCCCC1	3%	-10%	42%	0%	2.0%
CC(=O)c1ccc(NC(=O)CCOc2cc(C)ccc2C)cc1	0%	4%	16%	4%	3.5%
O=c1c2ccccc2nc(-c2ccco2)n1-c1ccccn1	2%	-6%	-11%	-3%	1.6%
Cc1cc(Nc2ccccc2)nc(NCc2ccccc2)n1	4%	-1%	70%	?	5.7%
O=C(O)CCC(=O)Nc1sc2c(c1C(=O)NCc1ccccc1)CCCC2	-4%	-3%	6%	-9%	i
O=C(CC(=O)Nc1ccc(Cl)cc1)N/N=C\c1cccc(F)c1	7%	3%	1%	2%	1.7%
CCc1cccc(NC(=O)C2CCCN(S(=O)(=O)c3cccnc3)C2)c1 (stereo not drawn)	5%	2%	15%	-4%	0.6%
COc1cc(C(=O)NCc2ccc3[nH]c(C)cc3c2)cc(OC)c1OC	-3%	-1%	33%	9%	1.7%
N#CC1(NC(=O)Cn2cc(C(F)(F)F)cc(Cl)c2=O)CCCCC1	-2%	-6%	-4%	5%	3.9%
COc1ccc(N2CCN(S(=O)(=O)c3ccc4c(c3)N(C(C)=O)CCO4)CC2)cc1	-3%	1%	4%	8%	2.1%
Cc1ccccc1NC(=O)Cc1nnc(NC(=O)Nc2ccccc2F)s1	-1%	-15%	-21%	-2%	0.3%
COC(=O)c1c(-c2cccs2)csc1NC(=O)CN1CCOCC1	-7%	1%	25%	4%	7.0%
CS(=O)(=O)N1CCN=C1SCc1ccccc1	4%	-33%	8%	-4%	1.4%
CC1Cc2ccccc2N1C(=O)CSc1nnc(-c2ccc(S(=O)(=O)N3CCCC3)cc2)o1 (stereo not drawn)	-5%	4%	0%	-3%	3.6%
c1cncc(CSc2nnc3ccc(-c4ccco4)nn23)c1	-2%	5%	-4%	-6%	0.3%
CC(=O)N/N=C/c1c(C)[nH]n(-c2ccccc2)c1=O	26%	-8%	28%	-7%	0.4%
O=C(C1COc2ccccc2O1)N1CCN(S(=O)(=O)c2cc(F)ccc2F)CC1 (stereo not drawn)	-6%	nt	-2%	1%	1.1%
CCn1c2ccccc2c2cc(NC(=O)CN(C)CC(=O)Nc3ccc(N4CCOCC4)cc3)ccc21	5%	2%	20%	95%	6.6%
CC(C)(C)c1ccccc1OCC(=O)Nc1ccccc1C(=O)NCc1cccnc1	-4%	-24%	31%	2%	3.6%
COc1ccc(OCC(=O)Nc2ccc(C(=O)Nc3ccccc3C(=O)O)cc2)cc1	0%	1%	50%	11%	i

Continuation:
SMILES	influenza NS1A	PhoP GFP inhibition	tuberculosis growth	M. tuberculosis HTS	VEEV TC-83 Vero
CCOc1ccccc1OCCCC(=O)N(CC)CC(=O)Nc1c(F)cccc1F	-6%	2%	-18%	-12%	3.5%
CC(=O)C(Cc1ccccc1)NC(=O)CN(C)Cc1ccccc1Cl (stereo not drawn)	8%	3%	17%	0%	i
O=C(COC(=O)CNC(=O)c1ccc(Br)cc1)NCCC1=CCCCC1	5%	-11%	20%	-7%	0.0%
CS(=O)(=O)N1CCCCC1CCN1CCCCC1 (stereo not drawn)	-2%	nt	nt	nt	0.6%
COc1ccc(CNC(=O)CCNS(=O)(=O)c2ccc(C)cc2)cc1	4%	-4%	-5%	-4%	1.1%
O=C(NCCc1ccc(F)cc1)NC12CC3CC(CC(C3)C1)C2	-8%	-4%	57%	?	4.1%
Cc1ccc(NC(=O)COc2cccc(-n3cnnn3)c2)cc1S(=O)(=O)N1CCOCC1	0%	nt	-4%	-1%	8.7%
Cc1ccc(C(=O)NCCNS(=O)(=O)c2ccccc2)cn1	4%	12%	-7%	-2%	1.7%
CC(C)c1ccc(N(CC(=O)NC2CCCCC2)C(=O)CNC(=O)c2ccco2)cc1	5%	1%	8%	-4%	1.0%
CC(=O)C1=C(O)C(=O)N(CCCn2ccnc2)C1c1ccc(Cl)cc1 (stereo not drawn)	-10%	10%	-10%	0%	i

Some values from above.
Under tuberculosis growth, `CC(=O)C1=C(O)C(=O)N(CCCn2ccnc2)C1c1ccc(Cl)cc1` (stereo not drawn) is entered as -10%
Under M. tuberculosis HTS, `Cc1ccc(NC(=O)COc2cccc(-n3cnnn3)c2)cc1S(=O)(=O)N1CCOCC1` is entered as -1%
Under VEEV TC-83 Vero, `COc1ccc(CNC(=O)CCNS(=O)(=O)c2ccc(C)cc2)cc1` is entered as 1.1%
Under PhoP GFP inhibition, `CC(=O)C(Cc1ccccc1)NC(=O)CN(C)Cc1ccccc1Cl` (stereo not drawn) is entered as 3%
Under tuberculosis growth, `Cc1ccc(C(=O)NCCNS(=O)(=O)c2ccccc2)cn1` is entered as -7%
Under VEEV TC-83 Vero, `CS(=O)(=O)N1CCCCC1CCN1CCCCC1` (stereo not drawn) is entered as 0.6%

(cont.)
SMILES	influenza NS1A	PhoP GFP inhibition	tuberculosis growth	M. tuberculosis HTS	VEEV TC-83 Vero
Cc1[nH]nc(N=CC2=C(O)CC(c3ccco3)CC2=O)c1-c1ccc(Cl)cc1 (stereo not drawn)	4%	-3%	0%	-4%	i
Cc1ccc(N2C(N)=C(C#N)C(c3cc(CN4CCOCC4)cs3)C3=C2CC(C)(C)CC3=O)cc1 (stereo not drawn)	11%	1%	13%	1%	i
O=C(Nc1nnc(-c2cccs2)o1)c1cc(-c2ccccc2)nc2ccccc12	13%	-10%	nt	?	11%
Cc1ccc(NS(=O)(=O)N2CCOCC2)cc1	-12%	-3%	4%	-7%	1.2%
CS(=O)(=O)Cc1cccc(C(=O)NC2CCSc3ccccc32)c1 (stereo not drawn)	-1%	5%	5%	4%	i
Cc1cc(O)c(CN2CCN(c3ccccc3)CC2)cc1C	4%	0%	14%	4%	1.5%
CCOC(=O)N1CCN(c2ccc(N3C(=O)CCCC3=O)cc2[N+](=O)[O-])CC1	1%	19%	5%	16%	i
Cc1nc2cc(CO)ccc2s1	-10%	-2%	-6%	2%	0.5%
O=C(Cn1cc(/C=C\[N+](=O)[O-])c2ccccc21)Nc1ccccc1	-9%	27%	35%	7%	?
O=C(COc1nncc2ccccc12)Nc1ccc(Br)cc1F	-3%	6%	-5%	5%	0.1%
O=C(N=NC(=O)c1ccco1)c1ccc2c(O)n(N3C(=O)c4ccccc4C3=O)c(O)c2c1	-8%	-7%	-6%	8%	1.0%
Cc1ccc(NC(=O)c2c3c(nc4ccccc24)CCC3)cc1S(=O)(=O)N(C)C	-1%	1%	-2%	0%	1.9%
COC(=O)c1ccc(C2/C(=C(\O)c3ccc4c(c3)OCCO4)C(=O)C(=O)N2c2nnc(C)s2)cc1 (stereo not drawn)	7%	15%	6%	0%	i
CC(CCl)OC(C)CCl (stereo not drawn)	-9%	nt	-14%	-11%	5.2%
CC(=O)Nc1ccc(N(CC(O)Cn2c3ccccc3c3ccccc32)S(=O)(=O)c2ccc(C)cc2)cc1 (stereo not drawn)	21%	-6%	29%	?	1.9%
CC(=O)Nc1ccccc1/C=C/c1ccc2c(C)cc(C)c(O)c2n1	0%	8%	-19%	5%	3.0%
CC(C)C[C@H](NC(=O)NCCC1=CCCCC1)C(=O)O	-13%	-12%	-14%	-17%	1.2%
COc1cc(NC(=O)Cn2nc(-c3ccc(F)cc3)ccc2=O)ccc1-n1cnnn1	-4%	-8%	-2%	-1%	1.2%
C=CCN1C(=O)C(Cc2cccc(Cl)c2)SC1=Nc1ccc(C(=O)O)cc1 (stereo not drawn)	-14%	-10%	30%	11%	0.4%
